Salmonella PhoP GFP = inhibitors of PhoP regulon expression, primary screen, Salmonella Typhimurium, GFP reporter (AID 1863); inhibition, % at 50 µM; hits with a dose series show IC50 in µM; S. Typhimurium PhoP-regulated promoter GFP reporter, 4 h; higher % means a stronger effect; 300,000 tested, 0.16% active;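 active = inhibition over 29.93%, a cutoff 3 SD above the screen mean, later confirmed by dose response; inconclusive = inhibition over 29.93% but no dose response follow-up; inactive = inhibition at most 29.93% or unconfirmed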;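 note: 0% = low Mg2+ inducing control and 100% = high Mg2+ repressing control; strong numbers were not always called active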
LYP inhibition = inhibitors of LYP phosphatase, biochemical, fluorescence intensity, uHTS (AID 1779); recombinant LYP phosphatase, fluorescence intensity; higher % means a stronger effect; one-dose inhibition, % at 11.5 µM; IC50 in µM for titrated hits; 290,000 tested, 0.054% active; in the data active = inhibition above about 50%;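 note: plate controls were vehicle with enzyme for no effect and no enzyme for full effect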
SV40 large T antigen = SV40 large T antigen inhibitors, biochemical (AID 1903); 310,000 tested, 0.39% active; inhibition, % at 20 µM; hits with a dose series show IC50 in µM; SV40 large T antigen ATPase/helicase inhibition assay; higher % means a stronger effect; in the data active = a potency from the dose series; inconclusive = inhibition mostly from about 32% at the one dose, without a potency; inactive = the rest, 99 in 100 with inhibition below about 32%; note: strong numbers were not always called active
NS5 inhibitors = flavivirus cap methylation enzyme inhibition – biochemical, confirmation dose response, primary screen (AID 588689); Dengue-2 NS5 methyltransferase capping enzyme assay, biochemical; higher % means a stronger effect; one-dose inhibition, % at 25 µM; IC50 in µM for titrated hits; 340,000 tested, 0.3% active; in the data active = a potency from the dose series; inconclusive = inhibition above about 29% without an active follow-up result
West Nile antiviral = West Nile virus antiviral activity, cell-based, CPE readout (AID 1621); 290,000 tested, 0.02% active; one-dose CPE inhibition, % at 10 µM; IC50 in µM for titrated hits; West Nile virus-infected cells, CPE inhibition; higher % means a stronger effect; in the data active = a potency from the dose series; inconclusive = CPE inhibition mostly from about 3.7% at the one dose, without a potency; inactive = the rest, 99 in 100 with CPE inhibition below about 2.2%; note: strong numbers were not always called active
GPR35 arrestin U2OS = GPR35 antagonists blocking zaprinast-driven arrestin recruitment, primary screen, imaging, U2OS, beta-arrestin-GFP, zaprinast agonist (AID 2058); one-dose inhibition, % at 10 µM; IC50 in µM for titrated hits; 290,000 tested, 0.052% active; U2OS GPR35 beta-arrestin-GFP translocation imaging, zaprinast antagonism; higher % means a stronger effect;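 active = inhibition of at least 50% with at least 30 cells and total cytoplasm GFP at most 10,000,000; inconclusive = under 30 cells or total GFP of 10,000,000 plus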
CSM14.1 death rescue = rescue of cells from ER stress-induced death, primary screen, 384-well, CSM14.1, thapsigargin, ATP luminescence (AID 1222); CSM14.1 thapsigargin-induced death rescue, ATP luminescence; higher % means a stronger effect; cellular ATP content (survival), % at 20 µM, or EC50 in µM where a hit was titrated; 190,000 tested, under 10 active;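 active = EC50 below 50 µM in the dose-response confirmation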;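 note: death triggered by thapsigargin at about 15 µM added after 2 h compound pretreatment; cell ATP read after overnight thapsigargin exposure of roughly 18 to 22 hours; normalized against plate controls of thapsigargin alone and 5% DMSO vehicle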
RSV antiviral HEp-2 = RSV antiviral activity via CPE protection, HEp-2 cells, primary 10 µM value included (AID 2391); HEp-2 cells, RSV-induced CPE inhibition; higher % means a stronger effect; 310,000 tested, 0.13% active; CPE inhibition, % at 10 µM; hits with a dose series show IC50 in µM; in the data active = a potency from the dose series; inconclusive = CPE inhibition mostly from about 23% at the one dose, without a potency; inactive = the rest, 99 in 100 with CPE inhibition below about 21%; note: strong numbers were not always called active
MgcRacGAP inhibition = MgcRacGAP GTPase-activating activity inhibitors, confirmation, biochemical, ADP Hunter fluorescence | 340,000 tested, 0.6% active | AID 624330 | one-dose inhibition, % at 30 µM; IC50 in µM for titrated hits | MgcRacGAP-stimulated Rac1 GTP hydrolysis, ADP Hunter fluorescence; higher % means a stronger effect; GST-tagged Rac1 F28L mutant substrate;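 active = first-screen hits whose inhibition reached a set limit at any dose in the follow-up dose series; inconclusive = inhibition above the set first-screen limit but never retested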;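 note: fluorescence reports GDP produced by GAP-driven GTP hydrolysis; strong numbers were not always called active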
NS5 inhibitors pilot replicate = recorded beside NS5 inhibitors, whose call it bears; inhibition, %; measured here: pilot screen replicate inhibition
Active calls of the source: *; ? = inconclusive; nt = no result given. Random draw from the library; overall some 1.5% were active at least once.

SMILES	Salmonella PhoP GFP	LYP inhibition	SV40 large T antigen	NS5 inhibitors	West Nile antiviral	GPR35 arrestin U2OS	CSM14.1 death rescue	RSV antiviral HEp-2	MgcRacGAP inhibition	others
Cc1ccc(-n2nc3ccc(NC(=O)c4ccc5c(c4)OCO5)cc3n2)cc1	-2%	-10%	4%	-2%	-0.4%	-3%	-1.5%	0.8%	1%
Cc1ccc(C)c(NC(=O)CCCCCN2C(=O)[C@@H]3Cc4ccccc4CN3C2=O)c1	5%	-6%	2%	6%	-0.3%	-8%	nt	-0.3%	9%
CCCNC(=O)c1ccccc1NC(=O)COc1cccc2c1OC(C)(C)C2	-7%	nt	9%	1%	nt	nt	nt	2.2%	4%
CCN(CC(=O)Nc1cccc(S(=O)(=O)N2CCOCC2)c1)Cc1ccccc1	-4%	nt	23%	3%	nt	nt	nt	-0.8%	6%
Cc1nn(Cc2cccc(F)c2)c(C)c1NC(=O)c1c([N+](=O)[O-])c(C)nn1C	9%	-3%	11%	-5%	0.2%	-8%	-1.6%	0.1%	3%
O=C(NCc1cccnc1)Nc1cc(Cl)cc(Cl)c1	1%	-10%	9%	0%	-1.2%	7%	nt	5.0%	7%
CCOCCCn1c(=S)[nH]c2cc(C(=O)N3CCN(c4ccccc4)CC3)ccc2c1=O	-1%	-3%	16%	-16%	-0.5%	-4%	nt	5.5%	7%
COc1ccc(/C=C(/NC(=O)c2ccccc2)c2nc3ccc(Cl)cc3[nH]2)cc1OC	-2%	3%	-8%	-8%	-0.6%	-1%	1.1%	3.3%	10%
CCOc1ccc(N(CC(=O)Nc2ccc(C)c(Cl)c2)S(C)(=O)=O)cc1	-1%	-6%	6%	-3%	-1.3%	-1%	nt	11%	5%	NS5 inhibitors pilot replicate=3.6
CCNc1nnc(CCn2nc(C)c(Br)c2C)s1	6%	-11%	5%	-6%	-0.3%	7%	1.5%	0.7%	5%
CC(NC(=O)C1CSC2(C)CCC(=O)N12)c1ccccc1Cl (stereo not drawn)	-2%	nt	12%	-3%	nt	nt	nt	0.5%	6%
O=C(CCc1nnc2n(Cc3ccc(Cl)cc3)c(=O)c3ccccc3n12)NCCCN1CCOCC1	-11%	-13%	8%	-9%	-0.5%	1%	nt	0.4%	-44%
S=C(NCC1CCCCC1)Nc1ccc(Oc2ccccc2)cc1	-2%	7%	21%	nt	-1.7%	-15%	-1.5%	13%	1%
COc1cc(/C=C2\SC(=S)N(CC(=O)NC3=NCCS3)C2=O)cc(OC)c1OC	-5%	-4%	4%	?	0.9%	1%	-7.3%	0.8%	8%
Cc1cc(NC(=O)c2cnn3c(C(F)F)cc(C4CC4)nc23)no1	-6%	-2%	16%	nt	0.2%	-12%	2.3%	1.2%	3%
O=C(NCc1ccco1)C(C(=O)c1ccccc1)n1ccccc1=O (stereo not drawn)	-11%	-12%	18%	-5%	0.0%	-13%	1.2%	1.9%	4%
CCC(COC)NC(=O)CCc1nnc(Cc2cccc(C(F)(F)F)c2)o1 (stereo not drawn)	nt	-7%	3%	-5%	-0.2%	8%	-1.5%	-0.4%	8%
CNc1ccccc1C(C)(C)c1cc(-c2cccc([N+](=O)[O-])c2)no1	2%	6%	-2%	-1%	-1.4%	0%	nt	?	3%
Nc1cccc(C(=O)Nc2cccc3ncccc23)c1	-4%	-7%	8%	-7%	0.4%	-5%	nt	2.7%	-7%
O=c1cc(O)c2ccccc2n1Cc1ccccc1F	5%	-4%	7%	-5%	0.1%	-10%	-1.0%	-0.6%	7%
CC1CCCCN1CCn1cnc2c([nH]c3ccccc32)c1=O (stereo not drawn)	-4%	-6%	4%	-4%	-0.2%	-11%	nt	0.6%	14%
O=C(O)/C=C/C(=O)Nc1cccnc1	8%	-7%	8%	-5%	0.3%	1%	-0.3%	0.0%	1%
CCCNC(=O)OCC12CC3CC(CC(C3)C1)C2	10%	0%	3%	10%	-0.6%	7%	4.6%	1.9%	1%
Cc1cc(-c2ccco2)n(CC(=O)NCCN(C)C)n1	3%	-14%	5%	-1%	0.1%	10%	-0.9%	1.5%	-4%
Cc1cc(N)n(-c2ccc(S(=O)(=O)N3CCCC3)cc2[N+](=O)[O-])n1	9%	-2%	22%	0%	0.1%	6%	nt	0.7%	13%
The results go on:
SMILES	Salmonella PhoP GFP	LYP inhibition	SV40 large T antigen	NS5 inhibitors	West Nile antiviral	GPR35 arrestin U2OS	CSM14.1 death rescue	RSV antiviral HEp-2	MgcRacGAP inhibition	others
CCN(CC)c1ccc(NC(=O)CCCCCN2C(=O)c3ccccc3C2=O)cc1	-2%	8%	35%	7%	0.2%	-14%	8.7%	2.7%	25%
COc1ccc(C(=O)COc2ncnc3cc(Cl)ccc23)cc1	-5%	-6%	23%	-7%	0.1%	0%	nt	nt	4%
Cn1c(=O)c2c(nc(-n3ccnc3)n2C)n(C)c1=O	-8%	-2%	7%	0%	0.0%	2%	nt	2.2%	6%
CC(=O)Nc1cccc(C(=O)N/N=C/c2ccc(F)cc2)c1	0%	-4%	-3%	-9%	-0.2%	-5%	-0.7%	3.2%	11%
Cc1cc(C)n(CCNC(=O)CC2C(=O)NCCN2Cc2ccccc2C(F)(F)F)n1 (stereo not drawn)	-5%	-7%	2%	9%	0.1%	-11%	1.0%	0.3%	1%
COc1ccccc1NC(=O)C(C)NC(c1ccccc1)c1ccccc1 (stereo not drawn)	5%	0%	5%	-6%	-0.6%	-4%	nt	4.5%	5%
Cc1ccc(S(=O)(=O)N(CC(=O)NCCSC2CCCCC2)c2ccccc2F)cc1	11%	6%	-2%	-4%	-0.6%	0%	0.3%	3.4%	3%
CCOC(=O)C1=C(c2ccccc2)NC(=O)NC1c1ccc(OCC#N)c(OC)c1 (stereo not drawn)	-6%	0%	4%	-3%	0.3%	12%	-2.7%	2.1%	2%
Cc1cccc(C(=O)N2CCc3cc(-c4nc(NC(=O)CN5CCCC5)sc4C)ccc32)c1	4%	-7%	3%	4%	-0.8%	-1%	nt	-0.7%	3%
N/C(=N\OC(=O)CC1CCCCC1)c1ccc(Cl)cc1	-1%	-10%	18%	-5%	-0.5%	16%	nt	3.9%	7%
O=C(Nn1cnnc1)c1ccccc1Cl	-1%	-4%	7%	-5%	0.0%	-2%	nt	1.9%	6%
O=c1cc(CN2CCN(c3ccccc3)CC2)c2c(ccc3ccccc32)o1	3%	-3%	5%	-7%	-0.4%	11%	0.6%	8.9%	14%
COc1ccc(CCNC(=O)c2ccc(COc3ccccc3OC)o2)cc1	nt	-6%	10%	-3%	-0.6%	1%	nt	-0.2%	-8%
O=C(Nc1ccn(Cc2ccc(F)cc2)n1)c1ccncc1	-3%	-9%	15%	-6%	-0.7%	-4%	-0.8%	-1.8%	6%
CC(C)(C)c1ccc(C(=O)NNC(=O)c2cccc(Br)c2)cc1	-6%	-2%	4%	-3%	?	-3%	0.3%	2.0%	3%
Cc1cc(C(=O)N[C@@H](c2ccccc2)[C@]2(C)C[C@H]2[C@@H](C)C(=O)Nc2ccc3ccccc3c2)no1	-3%	1%	6%	4%	-0.3%	-3%	-4.1%	4.2%	4%
COCc1cc(/C=N\NC(=O)COc2ccccc2)ccc1OC	11%	-5%	-4%	-2%	0.9%	-14%	0.3%	1.3%	6%
CCc1ccc(NC(=O)C(=O)NNC(=O)c2ccc(OC)cc2)cc1	-3%	0%	8%	-4%	0.8%	0%	nt	4.0%	0%
CCN(CCNC(=O)C1CCN(Cc2nc(-c3cccc(Cl)c3)oc2C)CC1)c1ccccc1	7%	-4%	23%	-2%	-1.5%	-8%	-0.5%	?	2%	NS5 inhibitors pilot replicate=2.1
COc1ccc(CCNC(=O)c2ccc(CN3CCOCC3)cc2)cc1	35%	-10%	17%	3%	-0.9%	18%	-1.4%	1.4%	4%
CCC1=NNc2cccc3c(OC)ccc1c23	34%	9%	-3%	nt	-0.1%	2%	2.8%	-3.5%	nt
CCNc1cc(S(=O)(=O)C(F)(F)F)ccc1N	-1%	4%	17%	2%	-0.9%	-10%	1.3%	21%	7%
O=Cc1ccc(Oc2cccc(C(F)(F)F)c2)nc1	2%	-6%	3%	nt	0.5%	-4%	-1.6%	0.3%	0%
NNC(=O)COc1cccc(C(F)(F)F)c1	-13%	-4%	5%	-3%	-0.2%	-2%	-2.1%	-0.8%	-7%
O=C1OCc2cccc3cccc1c23	-2%	-9%	5%	3%	-0.5%	-3%	-1.1%	11%	2%
(next part)
SMILES	Salmonella PhoP GFP	LYP inhibition	SV40 large T antigen	NS5 inhibitors	West Nile antiviral	GPR35 arrestin U2OS	CSM14.1 death rescue	RSV antiviral HEp-2	MgcRacGAP inhibition	others
COc1cc(C2NC(=O)NC(O)(C(F)(F)F)C2C(=O)c2cccs2)ccc1O (stereo not drawn)	2%	-2%	8%	-2%	0.7%	-14%	-2.4%	nt	-1%
CCOC(=O)CSc1nc2ccc(NC(=O)CSc3nnnn3Cc3ccccc3)cc2s1	-1%	-4%	2%	-5%	0.2%	21%	-1.4%	1.1%	8%
CCOc1ccc(NC(=O)C(Cc2ccccc2)NC(=O)C2CCCCC2)cc1 (stereo not drawn)	1%	-10%	4%	-1%	-0.4%	1%	-1.9%	2.4%	12%
COc1ccc(CCn2c(=N)c(C(=O)NCC3CCCO3)cc3c(=O)n4ccccc4nc32)cc1OC (stereo not drawn)	-3%	-7%	6%	-19%	-0.4%	-12%	nt	2.3%	4%
CCCCOCCCNC(=O)C1c2ccccc2Oc2ccccc21	1%	-8%	6%	-2%	-1.3%	4%	nt	1.1%	11%
CC(C)NC(=S)NC(=O)/C=C/c1ccc(F)cc1	10%	3%	7%	10%	-1.6%	5%	-0.2%	2.2%	6%
Cc1ccc(CNC(=O)c2ccc(Cn3nc(C)cc3C)o2)cc1	-9%	-12%	10%	-11%	-0.5%	-4%	nt	3.7%	-14%
Cc1sc2ncnc(-n3nnc4ccccc43)c2c1C	-1%	-5%	29%	-11%	0.6%	-2%	1.1%	8.1%	1%
CC1CCCN(C2(O)C(=O)Nc3ccc(Br)cc32)C1 (stereo not drawn)	2%	-4%	5%	-7%	-0.2%	2%	nt	0.9%	2%
CC1CN(C(=O)CCC(=O)NC2CCCCC2)c2ccccc2S1 (stereo not drawn)	nt	-14%	nt	-10%	0.7%	4%	nt	0.3%	0%
Cc1cc(C)c(S(=O)(=O)NCc2cn3c(C)csc3n2)c(C)c1	-2%	0%	1%	-1%	0.7%	15%	-2.3%	1.8%	13%
CCOC(=O)Nc1oc2ccccc2c(=O)c1C	0%	-7%	10%	-7%	0.5%	46%	1.4%	1.2%	7%
